NALP1 inh = NALP1 inhibition. S. cerevisiae NALP1/ASC/caspase-1 growth, X-gal OD620, 72 h. inhibition, % at 10 µM. hit rate 0.61% among 280,000. AID 2071; in the data active means inhibition mostly above about 24%, no sharp cut-off; inactive means mostly below about 32%; further: some compounds called inactive have numbers as strong as hits
MEKK2wt PB1 HTS = raises or lowers MEK5 binding to wildtype human MEKK2 PB1 domain | binding response (% of control), % at 10 µM | hit rate 1.1% among 290,000 | Q9Y2U5 | bead flow cytometry, Alexa488-MEK5 binding to MEKK2 WT; actives lie on both sides; in the data active means binding response below about 67% or above about 130%
UBC9 SUMO inh = blocks human SUMOylation mediated by UBC9; hit rate 0.36% among 290,000; inhibition, % at 35 µM; HTRF SUMOylation assay, SAE1/SAE2 + UBC9, in vitro; P63279; in the data active means inhibition above about 50%, passing the limit was not always enough; further: strong numbers were not always called active
Target sequence (P63279 whole entry, looked up): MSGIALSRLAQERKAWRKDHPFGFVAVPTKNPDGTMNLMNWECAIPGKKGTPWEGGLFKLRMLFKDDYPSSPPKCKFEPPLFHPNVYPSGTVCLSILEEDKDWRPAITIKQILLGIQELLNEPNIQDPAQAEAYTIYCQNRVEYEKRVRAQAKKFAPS
VIM-2 inhibitor = blocks Pseudomonas aeruginosa VIM-2 metallo-beta-lactamase. purified VIM-2, nitrocefin hydrolysis, epi-absorbance fluorescence. inhibition, % at 5.6 µM. hit rate 0.89% among 290,000;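 active means inhibition above the mean of all tested compounds plus 3 SD, cutoff set per screening run, cut at about 7.5% in these data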;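 further: red hydrolysis product quenches plate fluorescence so inhibitors raise well fluorescence; 0% = enzyme with DMSO and 100% = DMSO without enzyme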
FID counter = counter-screen for HCV NS3 helicase inhibitors: DNA intercalator displacement | DNA fluorescent intercalator displacement, fluorescence | inhibition, % at 7.9 µM | hit rate 0.17% among 290,000; in the data active means inhibition above about 37%;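 further: 0% = vehicle and 100% = reference compound; higher means more ethidium bromide displaced from hairpin DNA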
NS3 helicase inh = blocks Hepatitis C virus NS3 helicase unwinding; hit rate 0.56% among 290,000; inhibition, % at 10.9 µM; NS3 helicase DNA unwinding, Cy5 molecular beacon fluorescence; AID 1800;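 active means inhibition above the mean of all tested compounds plus 3 SD, set per campaign, cut at about 35% in these data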;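 further: 0% = DMSO wells and 100% = thioflavine S control wells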
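Material: hepatitis C virus NS3 helicase domain fragment enzyme; measured by: Cy5 fluorescence, 0 and 60 min reads; control set: DMSO and thioflavine S; incubation: 60 min unwinding reaction at 25 °C after ATP addition; read-out basis: % inhibition from 60/0 min fluorescence ratio, DMSO 0%, thioflavine S 100%; repeats: singlicate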
MEKK2 mut-MEK5 = signal of MEK5 binding to mutant human MEKK2 PB1 domain. bead flow cytometry, Alexa488-MEK5 binding to MEKK2 mutant. percent response, % at 10 µM. hit rate 0.35% among 290,000; in the data active means percent response above about 24%, passing the limit was not always enough; further: inactives centre near 1; some results filed as inactive read as strong as hits
PfM18AAP inh = PfM18AAP enzyme inhibition. recombinant PfM18AAP, H-Glu-NHMec fluorogenic cleavage. inhibition, % at 7.35 µM. hit rate 1.2% among 290,000;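 active means inhibition above the campaign mean inhibition over all tested compounds plus 3 SD, cut at about 28% in these data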;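 further: 0% = plate median of test compound wells and 100% = 2 mM ZnCl2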
IMP-1 inh = blocks Pseudomonas aeruginosa IMP-1 metallo-beta-lactamase | purified IMP-1, nitrocefin hydrolysis, epi-absorbance fluorescence | hit rate 0.45% among 290,000 | inhibition, % at 5.6 µM;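 active means inhibition above the mean plus 3 SD of all compounds in the same screening run, cut at about 4.5% in these data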;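 further: 0% = IMP-1 with DMSO and 100% = DMSO wells lacking enzyme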
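Assay system: purified IMP-1; Quantity: IMP-1 0.2 nM before substrate addition; Medium: HEPES buffer pH 7.1 with ZnSO4 and Brij 35; Incubation: 15 min enzyme–compound preincubation, then 25 min nitrocefin reaction, 25 °C; Signal: fluorescence quenching readout, ex 480/em 530 nm; Controls: DMSO with and without IMP-1; Repeats: singlicate testing.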
* hit, by the source's call; . = no result given.

SMILES	NALP1 inh	MEKK2wt PB1 HTS	UBC9 SUMO inh	VIM-2 inhibitor	FID counter	NS3 helicase inh	MEKK2 mut-MEK5	PfM18AAP inh	IMP-1 inh
C=CCOc1cc(OC)c(OC)c(OC)c1	9.2	99.0	7.7	-1.7	1.6	16.9	-2.0	-4.3	-2.2
O=c1[nH]ncc(N/N=C/c2ccccc2)c1Cl	-3.6	101.0	22.7	-2.1	0.0	-6.4	1.0	4.7	-0.6
Cc1cccc(NC(=O)Nc2c(C)n(C)n(-c3ccccc3)c2=O)c1C	5.8	105.0	5.5	-1.9	-10.3	0.7	7.0	-0.8	-1.9
CCOc1ccc(N/C=C\C(=O)c2ccc3c(c2)OCO3)cc1	.	103.0	.	1.7	-9.7	8.0	2.0	-5.9	0.6
COc1ccc(C(c2nnnn2Cc2ccc(F)cc2)N2CCN(c3ccc(OC)cc3)CC2)cc1 (stereo not drawn)	1.7	113.0	26.5	-1.6	6.0	-4.7	12.0	3.2	-1.2
NS(=O)(=O)c1ccc(CCNC(=O)C2COc3ccccc3O2)cc1 (stereo not drawn)	11.9	105.0	13.3	-1.4	-2.0	5.3	9.0	-3.1	-1.8
O=C(COC(=O)c1ccc(O)cc1)Nc1ccc(N2CCCCC2)cc1	0.5	122.0	0.2	-0.8	-12.8	-14.4	5.0	11.6	-3.3
COc1ccc(NC(=O)c2cccnc2Sc2ccccc2)c(OC)c1	.	104.0	0.7	-1.9	-4.2	-10.6	-1.0	-1.4	-1.8
Cc1ccc(NC(=O)CNC2CCCCC2)cc1Cl	-22.7	99.0	7.8	-1.2	6.3	-16.3	2.0	-7.2	-2.7
CCN(C(=O)COC(=O)c1cc(-c2ccccc2)nc2ccc(Br)cc12)C1CCS(=O)(=O)C1 (stereo not drawn)	4.7	100.0	-30.2	0.2	1.0	-4.7	-2.0	-13.1	-3.0
O=C(CSc1nnc(NCc2ccccc2)s1)N1CCOCC1	18.7	95.0	4.2	-4.9	-6.2	-7.2	-1.0	-0.9	-1.5
COc1ccc(-c2cc(C(F)(F)F)nc(-n3ccnc3)n2)cc1	10.9	107.0	12.9	-0.7	-1.0	0.3	5.0	0.5	-3.1
CC1CCCN(CCC(=O)c2ccc(Br)cc2)C1 (stereo not drawn)	47.4	113.0	8.9	-2.5	-1.0	-0.4	10.0	-5.2	-4.6
COc1ccc(NC(=O)C2CCCN(S(=O)(=O)c3cccc4cccnc34)C2)c(OC)c1 (stereo not drawn)	-11.4	99.0	3.2	-1.8	-25.2	-1.7	2.0	-10.0	-1.5
CC(C)CN(C(=O)CSc1nnc2ccccn12)c1c(N)n(CC(C)C)c(=O)[nH]c1=O	3.3	105.0	-11.2	-3.9	-8.6	2.6	11.0	-3.8	-5.0
CN1CCN(C(=O)CN(CCc2ccccc2)S(C)(=O)=O)CC1	7.9	97.0	-5.3	-3.2	0.7	-7.0	0.0	0.6	-3.4
O=C(Nc1ccc(Cl)c(Cl)c1)N(Cc1cccnc1)Cc1ccco1	-32.0	.	7.5	-1.7	-5.9	13.5	.	0.3	-3.7
NC(=O)c1nsc(C(=O)N(Cc2ccc(F)cc2)C(C(=O)NCC2CCCO2)c2ccc(O)cc2)c1N (stereo not drawn)	-26.2	102.0	-3.2	-2.6	-20.6	-8.8	-4.0	-1.7	-1.0
COc1ccc(Cn2c3ccc(OC)cc3c3nc4ccccc4nc32)cc1	23.9	107.0	42.5	-0.3	-2.4	1.3	12.0	2.7	-0.3
Cn1c(SCc2cccc(C(F)(F)F)c2)nnc1-c1ccco1	8.1	115.0	3.6	-0.3	-14.2	3.9	2.0	-3.8	-0.9
COCCNC(=S)N1CCN(c2nc(-c3cccc(OC)c3)cs2)CC1	-36.1	117.0	2.1	-2.2	-25.6	-19.3	7.0	2.4	-3.3
COc1ccc2cc(CCNC(=O)C3CC3)c(=O)[nH]c2c1	-11.9	.	13.8	-4.6	-1.4	1.1	.	11.8	-3.1
CCCn1c(SCC(=O)Nc2nc3ccccc3s2)nc2c1c(=O)n(C)c(=O)n2C	-5.6	91.0	18.5	-1.4	-2.1	-3.9	0.0	0.2	-1.9
Cc1ccc(NC(=S)NCC2CCN(C(C)c3ccccc3)C2)cc1 (stereo not drawn)	-13.9	127.0	13.1	-1.5	14.5	-5.2	24.0	3.1	-0.5
Cc1ccc(NC(=O)COC(=O)c2sccc2C)cc1S(=O)(=O)N1CCOCC1	25.7	107.0	-14.8	-0.8	-21.8	-7.8	17.0	0.6	-3.4

Single records, from the list above.
Entry for Cc1ccc(NC(=S)NCC2CCN(C(C)c3ccccc3)C2)cc1 (stereo not drawn) : NALP1 inh: -13.9; MEKK2wt PB1 HTS: 127.0; UBC9 SUMO inh: 13.1; VIM-2 inhibitor: -1.5; FID counter: 14.5; NS3 helicase inh: -5.2; MEKK2 mut-MEK5: 24.0; PfM18AAP inh: 3.1; IMP-1 inh: -0.5
Entry for CCN(C(=O)COC(=O)c1cc(-c2ccccc2)nc2ccc(Br)cc12)C1CCS(=O)(=O)C1 (stereo not drawn) : NALP1 inh: 4.7; MEKK2wt PB1 HTS: 100.0; UBC9 SUMO inh: -30.2; VIM-2 inhibitor: 0.2; FID counter: 1.0; NS3 helicase inh: -4.7; MEKK2 mut-MEK5: -2.0; PfM18AAP inh: -13.1; IMP-1 inh: -3.0

Returning to the listing, repeating the three entries before the break.
SMILES	NALP1 inh	MEKK2wt PB1 HTS	UBC9 SUMO inh	VIM-2 inhibitor	FID counter	NS3 helicase inh	MEKK2 mut-MEK5	PfM18AAP inh	IMP-1 inh
CCCn1c(SCC(=O)Nc2nc3ccccc3s2)nc2c1c(=O)n(C)c(=O)n2C	-5.6	91.0	18.5	-1.4	-2.1	-3.9	0.0	0.2	-1.9
Cc1ccc(NC(=S)NCC2CCN(C(C)c3ccccc3)C2)cc1 (stereo not drawn)	-13.9	127.0	13.1	-1.5	14.5	-5.2	24.0	3.1	-0.5
Cc1ccc(NC(=O)COC(=O)c2sccc2C)cc1S(=O)(=O)N1CCOCC1	25.7	107.0	-14.8	-0.8	-21.8	-7.8	17.0	0.6	-3.4
CCCCCCCCCCOC(=O)Cn1c(COc2cccc(C)c2)[n+](C)c2ccccc21	8.1	402.0*	19.8	-1.9	24.2	-54.8	112.0*	-3.0	-2.0
CCC/C(O)=C1\C(=O)CC(c2ccccc2)CC1=NC(C)C(=O)O (stereo not drawn)	26.0	101.0	31.4	1.1	-21.9	-5.8	2.0	1.3	-3.7
N#C/C(=C(O)\C=C\c1ccccc1)c1nc2ccccc2[nH]1	.	93.0	45.8	-3.4	-4.7	-3.4	4.0	-2.3	-3.8
CCOC(=O)Cc1csc(NC(=O)CCc2ccccc2)n1	6.8	103.0	1.1	-0.8	-17.5	-6.2	1.0	-6.0	-1.2
CC1(C)COCN1C(=O)c1ccc(C#N)cc1	4.3	100.0	7.7	-2.3	-0.7	6.2	2.0	3.4	-3.2
COc1cc(/C=C2/NC(=O)N(CC(=O)Nc3ccc(C)cc3)C2=O)ccc1Oc1ccc([N+](=O)[O-])cn1	11.7	88.0	43.5	1.4	1.9	-7.6	-4.0	-6.4	-0.6
COc1ccc(CCNC(=O)C2CCN(S(=O)(=O)c3ccc(SC)cc3)CC2)cc1	13.6	109.0	16.3	0.3	-29.5	-7.6	6.0	-4.0	-1.0
Cc1ccc(C(=O)NCCN2CCOCC2)c(Cl)c1	8.8	101.0	1.2	1.9	-3.7	-1.4	-1.0	-8.5	0.2
CCCCc1nnc(SC(C)C(=O)Nc2nccs2)n1C (stereo not drawn)	5.8	97.0	-2.4	-3.1	-7.9	0.9	-6.0	-4.9	-2.4
C/C(CC(=O)Nc1ccc(N(C)C)cc1)=N\NC(=O)c1ccc(C(C)(C)C)cc1	13.6	100.0	7.1	-1.8	-13.8	3.4	4.0	-9.6	-4.2
CCCCC(=O)Nc1cc(OCC)c(NC(=S)NC)cc1OCC	7.3	83.0	-11.9	0.5	-2.5	-9.2	-11.0	8.3	-0.7
Cc1cc2nc(=O)c(/C=C3\C=Nc4ccccc43)c(N)n2o1	.	97.0	25.8	-1.5	-5.3	42.9*	6.0	-4.5	-3.0
O=c1cc(CSc2ccccn2)c2ccccc2[nH]1	-28.3	110.0	5.5	-0.9	-7.8	2.9	4.0	-2.0	-1.4
O=C(NCc1ccccc1)c1cccc(F)c1F	36.2	98.0	4.8	-1.9	-0.8	-0.7	-2.0	-2.3	-2.2
COc1ccccc1NC(=O)CCNC(=O)Cn1ccc2ccccc2c1=O	10.5	96.0	7.8	0.4	-11.2	3.5	-1.0	-4.0	-2.8
Cc1ccccc1-c1nn(-c2ccc(F)cc2F)cc1CNCC(C)O (stereo not drawn)	11.2	93.0	-6.6	-2.3	9.3	-7.0	-8.0	-1.8	-2.2
CC1(C(=O)N2CCC(CO)(Cc3cccc(C(F)(F)F)c3)CC2)CC1	-13.5	101.0	13.4	-1.5	-32.7	-18.3	5.0	-7.8	-3.2
O=C(CCC(=O)N1CCN(Cc2ccc(F)cc2)CC1)Nc1nnc(C(F)(F)F)s1	5.8	102.0	-3.9	0.2	-26.5	1.9	1.0	-0.2	-1.0
Cc1cc(N(CN2CCCC2=O)C(=O)c2ccccc2)no1	1.6	100.0	21.9	-7.5	-3.1	-0.7	0.0	-6.7	-4.0
FC(F)(F)c1cnc(Oc2ccccc2-c2nnco2)c(Cl)c1	9.0	94.0	-2.6	-6.0	-7.6	2.7	-5.0	7.3	-5.8
COC1(C)CC2C(CC1OC(=O)c1cc([N+](=O)[O-])cc([N+](=O)[O-])c1)C2(C)C (stereo not drawn)	9.5	97.0	2.1	0.4	1.2	-11.2	-1.0	-4.2	-3.1
COc1cc([N+](=O)[O-])ccc1N=Nc1c(N)[nH]n(-c2ccccc2)c1=O	-22.0	106.0	0.5	-4.8	3.5	19.0	-1.0	-3.2	-2.6
CCCS(=O)(=O)N1CCC(C(=O)NCCC(C)C)CC1	7.7	103.0	6.9	-0.3	2.1	0.0	3.0	-4.6	-0.4
CC(Cc1cccnc1)NC(=O)c1cc(COc2c(F)cccc2F)on1 (stereo not drawn)	10.7	108.0	21.8	-2.3	-22.6	0.9	14.0	-4.2	-1.6
CC(C)(C)OC(=O)N/N=C/c1ccc(C(=O)O)cc1	17.8	111.0	22.8	-0.7	-1.2	-8.5	16.0	-0.3	2.8
COc1ccc(C2/C(=C(/O)c3ccccc3)C(=O)C(=O)N2CO)cc1 (stereo not drawn)	14.4	104.0	31.7	-0.1	2.7	-0.5	6.0	0.7	-0.2
Cc1cc(OCC(=O)Nc2ccc(CN3CCOCC3)cc2)ccc1Cl	15.6	103.0	-20.4	1.9	14.6	-21.0	-3.0	0.0	-0.6
Cc1cc(NC(=O)CCN2CCN(Cc3ccccc3)CC2)ccc1Br	16.7	116.0	5.8	-0.9	27.9	-89.0	13.0	2.2	-3.1
O=C(N=Nc1c(O)[nH]c2ccccc12)c1cccc(S(=O)(=O)N2CCCCC2)c1	30.3	96.0	-1.7	-5.7	-1.7	1.5	-1.0	-2.5	-3.6
O=C(Oc1ccc(-c2nnco2)cc1)N1CCCCC1	22.6	107.0	15.3	-4.4	-6.7	10.2	3.0	3.0	-2.1
